Source: PubChem
Pf Dd2 growth – qHTS Primary assay for Inhibitors of Plasmodium falciparum Dd2 growth in vitro | Potency, µM (highest dose often 28.9 µM), for the others: at the top dose activity, negative = inhibition, most hits filed as inhibitors | AID 1347417, 2020 | P. falciparum Dd2 growth, SYBR Green, 72 h | 4.3% of 120,000 active; active = well fitted inhibition curve with a large enough effect; inconclusive = small, poorly fitted or top-dose-only effect; inactive = no such curve, though single readings can be large or run the other way;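 note: plate controls were DMSO vehicle for no effect and reference drug for full effect; nearly all actives have a fitted effect of over 65% in size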
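Infected erythrocytes (Dd2, 0.3% parasitemia, 2.5% hematocrit final) are added to compound in RPMI-1640/Albumax II medium, grown 72 h at 37C in low oxygen, then lysed with saponin/Triton-X containing SYBR Green and read by fluorescence.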
An asterisk follows results filed as active; i = inactive; ? = inconclusive; [ ] = remark or other dose. Potency is the fitted concentration of half-maximal effect. Not all compounds are listed; rates above refer to the full screens.

structure,Pf Dd2 growth
CC(=O)c1ccc(N2CCN(C(=O)Nc3cn(CC(C)C)c(=O)c4ccccc34)CC2)cc1,?
O=c1c2c(CO)c(-c3ccc(F)cc3)nn2ccn1Cc1ccccc1F,?
CC1CC(=O)N(CC(=O)Nc2ccc(OC(F)(F)F)cc2)c2ccccc2S1 (configuration not stated),-21%
CCOc1cccc(C(=O)Nc2nc3c(s2)CC(C(C)(C)C)CC3)c1 (configuration not stated),?
CC(C)N1CCC(OCCCNC(=O)C2CCN(c3cnn(C)c(=O)c3)C2)CC1 (configuration not stated),14%
CCn1ncc(N2CCC(NC(=O)Cc3cccc(OC)c3)CC2)cc1=O,?
COc1ccc(NC(=O)CCS(=O)(=O)c2nc(-c3cccs3)cc(C(F)(F)F)n2)cc1OC,?
O[C@@H]1C[C@@H](c2nc(-c3ccc4c(c3)OCO4)no2)N(Cc2ccncc2)C1,-20%[44.1 µM]
Cc1ccc(Cn2cc(-c3ccncc3)cc2C(=O)N2CCCCCC2)cc1,?
CC(C)c1ncc(C(=O)N2CCCC(CCc3ccccc3F)C2)c(=O)[nH]1 (configuration not stated),-4%
COc1nccc(N2CCC(CC(=O)NCCN3CCC(C)CC3)CC2)n1,?
COc1ccc(S(=O)(=O)NC[C@H]2O[C@@H](CO)[C@@H](O)[C@H]2N2CCN(C)CC2)cc1,4%
Cn1cc(CNC(=O)C[C@@H]2C[C@H]3O[C@H](CNC(=O)NCc4ccccc4)[C@@H](O)[C@H]3O2)cn1,-12%
O=c1cc(-c2ccncc2)nc(-c2ccc(CN3CC[C@@H](O)C3)cc2)[nH]1,-4%
CC(C)NC(=O)N1CNC(=O)C12CCN(C(=O)c1ccccc1)CC2,2%
COc1cccc(CNC(=O)[C@@H]2C[C@@H](O)CN2C2CCN(C(=O)C3CC3)CC2)c1,13%
COc1ccc(CNC(=O)C2CCN(Cc3nc(-c4ccc(OC)c(OC)c4)oc3C)CC2)cc1,-26%
O=C(NC1CCCCC1)O[C@@H]1CO[C@H]2[C@@H]1OC[C@@H]2n1nnnc1SCc1ccco1,i
Cc1cc2cc(-c3c(C)noc3C)nc(NCc3cccnc3)c2o1,-3%[44.1 µM]
Cc1ccc(-c2nn3c(C)nnc3c3ccccc23)cc1S(=O)(=O)NCCO,8%
CCCc1cc(CNC(=O)c2ccc(N(C)C)nc2)on1,-2%
CC(C)Cc1cc(C(=O)N2C[C@H](C3CC3)[C@@H](N)C2)n(C)n1,-27%
CN1CC(=O)N(C2CCNCC2)Cc2c(NCCc3cccc(F)c3)ncnc21,-17%
CCN(CC)c1ccc(C(=O)NCc2nnc3cc(-c4nc(C5CC5)no4)ccn23)cc1,-14%
COc1cccc(CC(=O)N2CCOCCNC(=O)[C@@H]3CCCC[C@@H]32)c1,i
O=C(NCC1CN(C(=O)CCc2ccccc2)CC12CN(c1ccccc1)C2)c1ccccc1 (configuration not stated),i
O=C(Nc1ccc2c(N3CCCC3)ncnc2c1)c1ccccc1Br,13µM*
COc1ccc(C2=C(C)C(N3CCC(C(=O)Nc4cc(C)ccc4C)CC3)=NS2(=O)=O)cc1,45%[activator]
O=C(c1ccc(-c2cccnc2)nc1)N1CCCC(c2ccccc2)CC1 (configuration not stated),-16%
CCc1c(C)c2ccc3c(c2oc1=O)CN(Cc1ccccc1)CO3,1µM*

Sorted by formula weight (low to high): 6 of the compounds above.
structure,Pf Dd2 growth
CC(C)Cc1cc(C(=O)N2C[C@H](C3CC3)[C@@H](N)C2)n(C)n1,-27%
Cc1cc2cc(-c3c(C)noc3C)nc(NCc3cccnc3)c2o1,-3%[44.1 µM]
CCc1c(C)c2ccc3c(c2oc1=O)CN(Cc1ccccc1)CO3,1µM*
CC(C)c1ncc(C(=O)N2CCCC(CCc3ccccc3F)C2)c(=O)[nH]1 (configuration not stated),-4%
CN1CC(=O)N(C2CCNCC2)Cc2c(NCCc3cccc(F)c3)ncnc21,-17%
O=C(NC1CCCCC1)O[C@@H]1CO[C@H]2[C@@H]1OC[C@@H]2n1nnnc1SCc1ccco1,i

Later entries.
structure,Pf Dd2 growth
COCC(=O)N1CCC2(CCN(Cc3cc(C4CC4)n[nH]3)CC2)C(CO)C1 (configuration not stated),16%
COc1ccc(C(=O)N2CCCC(c3nn(C)c(=O)n3C3CCCC3)C2)cn1 (configuration not stated),i
O=C(O)C[C@@H]1CCN(C(=O)c2ccccc2)C[C@@H]1CCN1CCN(c2ccccn2)CC1,-8%
CCOc1ccccc1NC(=O)CC[C@H]1NC(=O)c2ccccc2NC1=O,-17%
CCOC(=O)c1c(-c2ccccc2)oc2ccc(OCc3ccccc3Br)cc12,29%
Cc1cnc(CCNC(=O)c2n[nH]c3ccccc23)n1C1CCCC1,3.2µM*
O=C(O)[C@@H]1CN(C(=O)c2ccc(=O)[nH]c2)C[C@H]1c1ccc2c(c1)OCO2,4%
Cc1cc(C)c2oc(C(=O)Nc3sc4c(c3C(=O)NCc3ccco3)CCCC4)cc(=O)c2c1,28%
O=C(Cc1ccccn1)N1CCC(c2nn(-c3ccc(Cl)cc3)c(=O)[nH]2)CC1,?
COc1ccc(-c2nn(-c3ccc(C)c(Cl)c3)c3c2cnc2cc(OC)c(OC)cc23)cc1,?
CCC[C@@H]1CN(c2nc(C(=O)OCC)co2)C[C@H]1NS(C)(=O)=O,16%
COCCN1CCC2(CCC1=O)CCN(C(=O)c1sc(C)nc1C)CC2,16%
Cc1cc(C)c(NC(=O)Cn2c(=O)n(Cc3ccc(C(=O)NCc4ccc5c(c4)OCO5)cc3)c(=O)c3ccccc32)c(C)c1,i
O=C1CCN(Cc2cccnc2)CCCC(C(=O)NC2CCCC2)CCN1 (configuration not stated),-3%
CCCOc1ccc(C2c3c(oc4ccccc4c3=O)C(=O)N2c2nc(C)c(C(=O)OCC)s2)cc1 (configuration not stated),99%[activator]
CNC(=O)C(C)(C)N1CCC[C@H]1C(=O)N[C@@H](CO)CC(C)C,-10%[44.1 µM]
O=C(Cc1cccs1)Nc1c(C(=O)Nc2ccc(F)cc2)oc2ccccc12,?
CCN1c2cc(C(=O)Nc3cccc(OC)c3)ccc2C(=O)N2CCCC21 (configuration not stated),-12%
CCn1c(CC2CCN(S(=O)(=O)c3cccc(C)c3)CC2)nn(C)c1=O,i
Cc1ccc(N(Cc2cccs2)C(=O)c2ccccc2[N+](=O)[O-])cc1,-2%
CC(C)c1ccc(NC(=O)CNC(=O)Cn2ccc3ccccc3c2=O)cc1,17%
CC(=O)c1cccc(NC(=O)OC[C@H]2C[C@@H]3CCN2C[C@@H]3c2cc(C3CCCC3)nc(-c3ccncc3)n2)c1,-48%
O=C(NCc1ccccc1F)C1CCN(C(=O)c2ncn3c2COC(c2ccc(F)cc2)C3)CC1 (configuration not stated),?
Cc1nc2c(s1)C[C@@H]1[C@](C)(CO)[C@H](O)CC[C@@]1(C)[C@@H]2CC(=O)NCc1cccnc1,-7%[44.1 µM]
COCCN1C(=O)c2cccn2CC1CNC(=O)NCc1ccccc1 (configuration not stated),-1%
Cc1ccc(CSc2cn(CC(=O)N3CCCCC3)c3ccccc23)cc1,-19%
COCCO[C@H]1C(=O)N(C2CCN(C(=O)c3ccccn3)CC2)[C@H]1c1ccncc1,13%
Cc1ccsc1C(=O)N1CCC(CCC(=O)N2CCC(Cc3ccccc3)CC2)CC1,-26%
O=C(NC1CCCN(c2cc(-c3ccc(F)cc3)[nH]n2)C1)C1CCCC1 (configuration not stated),i
CC(=O)Nc1cccc(-c2cn(C)c(=O)n3cc(COc4ccnn4C)nc23)c1,i

(list continues)
compound,Pf Dd2 growth
Cc1cc(C(=O)NCC(=O)N2CCCCCNC(=O)CC2c2ccccc2)n(C)n1 (configuration not stated),-1%
Cc1ccc(OC(=O)CSc2nnc(-c3ccc4c(c3)OCO4)o2)cc1,21%
CS(=O)(=O)N1CCC(C2CCN(C3CCOCC3)C2)CC1 (configuration not stated),-18%
CCCCn1c(=O)c2oc3ccccc3c2n(Cc2ccc(C)cc2)c1=O,-1%
O=C(O)c1cccc(CN2CCN(c3ccc4nccn4n3)CC2)n1,-10%
O=C(CN1C(=O)COc2ccc(S(=O)(=O)Nc3ccccc3)cc21)NCc1ccccc1Cl,-4%
Cc1noc(C2CC3(CCN(C(=O)c4ccccn4)CC3)CN2C)n1 (configuration not stated),6%
COc1ccc(CNC(=O)CN2C(=O)CCn3nc(-c4ccccc4)cc32)c(OC)c1,7%
CC[C@H]1CN(C(=O)c2ccnc(Cl)c2)CC[C@H]1CC(=O)NCc1ccc2c(c1)OCO2,16%
CCc1ccc(C(=O)Nc2ccc3nn(-c4ccc(C)c(Cl)c4)nc3c2)cc1,-19%
CN(C)C[C@@H]1CN(C2CCOCC2)C[C@H]1NC(=O)c1ccc2ccccc2n1,?
CNC(=O)[C@H]1C[C@H](Oc2ccccc2)CN1C(=O)c1ccc(F)cc1,10%
COc1ccc(C(=O)NC(C(=O)NCC(C)C)C2CCN(C(=O)c3cccc(F)c3)CC2)cc1 (configuration not stated),i
CCOc1ccc(NC(=O)Cn2ccn3nc4c(c3c2=O)CC(C)CC4)cc1 (configuration not stated),i
CCOC(=O)C(CC)Sc1c(CC)cnc2c1c(=O)n(C)c(=O)n2C (configuration not stated),-20%
COc1cc(NC(=O)Nc2nnc(N3CCCCC3)s2)cc(OC)c1,-8%
O=C(Nc1ccc(OC(F)(F)F)cc1)c1cc2c(=O)n3ccccc3nc2s1,-6%
CCOC(=O)c1ccc(NC(=O)CC2C(=O)N(c3cccc(OC)c3)C(=O)N2C2CCCCC2)cc1 (configuration not stated),13%
C=CCN(Cc1nc(-c2ccccc2)no1)Cc1nccn1C,?
N#Cc1cccnc1N1CCN(c2nccc(CCC(F)(F)F)n2)CC1,-25%
N#Cc1ccc(CN2CCC3(COc4ccccc4C(=O)N3)C2)cc1 (configuration not stated),?
Cn1nc(C(=O)N2CCCCCCNC(=O)CC2)c2ccccc21,-24%
CCN(CC)C(=O)CC[C@@H]1CNC(=O)[C@@H]2C[C@H](NC(=O)NC(C)C)CN12,29%[44.1 µM]
CC(C)CCN1CCC(N2CCN(C(=O)CCc3ccccc3)CC2)C1=O (configuration not stated),-21%
Cc1cccc(OCC(=O)N2CCCN(c3cc(-c4ccc(Cl)cc4)[nH]n3)CC2)c1,?

Continued, overlapping the part above by five compounds.
compound,Pf Dd2 growth
N#Cc1ccc(CN2CCC3(COc4ccccc4C(=O)N3)C2)cc1 (configuration not stated),?
Cn1nc(C(=O)N2CCCCCCNC(=O)CC2)c2ccccc21,-24%
CCN(CC)C(=O)CC[C@@H]1CNC(=O)[C@@H]2C[C@H](NC(=O)NC(C)C)CN12,29%[44.1 µM]
CC(C)CCN1CCC(N2CCN(C(=O)CCc3ccccc3)CC2)C1=O (configuration not stated),-21%
Cc1cccc(OCC(=O)N2CCCN(c3cc(-c4ccc(Cl)cc4)[nH]n3)CC2)c1,?
COc1ccc(-c2cc(N3CCC(NC(=O)c4cc(C)ccc4C)C3)n[nH]2)cc1 (configuration not stated),i
COCCOC1CN(C2CCN(C(=O)c3cnccn3)CC2)C12CCCCC2 (configuration not stated),-21%
O=C(c1ccccc1F)N1CCC2(CC1)N=C(c1ccc(Cl)cc1)NO2,i
COc1cccc(CNC(=O)CCc2cn(Cc3ccccc3Cl)c3ccccc23)c1,-12%
O=C(Nc1ccc(F)cc1F)c1cc2c(=O)n3ccccc3nc2s1,12%
O=C1Nc2ccccc2CC12CCN(Cc1ccncc1)CC2,i
Cc1noc(C)c1CC(=O)N1CC[C@@H]2CN(S(C)(=O)=O)[C@@H]2C1,i
OCCc1ccc(Nc2cnc3ccc(N4CCOCC4)nn23)cc1,i
O=C(CN1CCN(c2ccc(Cl)cc2)CC1)Nc1ccc(F)c(F)c1,i
O=C(c1ccccc1-c1nn[nH]n1)N1CCOCC(O)(CN2CCCC2)C1 (configuration not stated),-2%
COc1cc(CCNC(=O)c2ccc3c(c2)c(C)c(C)n3Cc2cccc(C)c2)cc(OC)c1OC,?
CN1CCc2c([nH]c3ccccc23)C12CCN(C(=O)c1ccccc1)CC2,?
COc1ccc(NC(=O)Cn2nc3n(c2=O)CCCC3)cc1OC,41%[activator]
Cc1ccccc1[C@H]1[C@@H](C(=O)NCc2n[nH]c(=O)[nH]2)C[C@@](C)(C(=O)O)N1C,15%
COc1ccc(NC(=O)C(=O)NCC(c2cccnc2)N2CCc3ccccc3C2)cc1 (configuration not stated),?
CC(C)CC(=O)N1C[C@@H](Oc2ccccc2)C[C@H]1C(=O)N1CCOCC1,?
COCCN1C(=O)CCC2(C(=O)NCc3c(C)n[nH]c3C)CCCC=C12 (configuration not stated),-3%
COc1ccc(Cl)cc1Nc1ccc2cc(S(=O)(=O)N3CCCCC3)ccc2n1,?
Cc1nc2c(-c3ccccc3)c(C)nn2c(C)c1CCC(=O)NCc1ccc(Cl)cc1,25%
O=C(NC1CCCN(c2cc(-c3ccccc3)[nH]n2)C1)c1cccc(Cl)c1 (configuration not stated),?
CC(C)CNC(=O)CCSc1nc(-c2ccc3c(c2)OCO3)cc(C(F)(F)F)n1,?
CC(C)c1ccc(CC(=O)N2CCCc3ncc(C(=O)NCCN(C)C)cc32)cc1,?
CCCNC(=O)C1CCN(c2nc3ccc(C)cc3[nH]2)CC1,i
Cc1ccc(Cl)cc1NC(=O)c1cc(S(=O)(=O)N2CCOCC2)cn1C,?
